# Assay outcomes as filed in PubChem.
# OX1R antag-1 – human HCRTR1 antagonism; O43613; CHO/OX1R cells, Fluo-8 calcium fluorescence, orexin A; inhibition, % at 5 µM; actives 0.43% (n = 330,000); AID 434989;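 active means inhibition above its plate's threshold, mean inhibition of all tested compounds on the plate plus 3 SD, cut at about 37% in these data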;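 further: 0% = orexin A challenge wells and 100% = SB-334867-A antagonist wells; not every result past the cut was called active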
# Target sequence (O43613 whole entry, looked up): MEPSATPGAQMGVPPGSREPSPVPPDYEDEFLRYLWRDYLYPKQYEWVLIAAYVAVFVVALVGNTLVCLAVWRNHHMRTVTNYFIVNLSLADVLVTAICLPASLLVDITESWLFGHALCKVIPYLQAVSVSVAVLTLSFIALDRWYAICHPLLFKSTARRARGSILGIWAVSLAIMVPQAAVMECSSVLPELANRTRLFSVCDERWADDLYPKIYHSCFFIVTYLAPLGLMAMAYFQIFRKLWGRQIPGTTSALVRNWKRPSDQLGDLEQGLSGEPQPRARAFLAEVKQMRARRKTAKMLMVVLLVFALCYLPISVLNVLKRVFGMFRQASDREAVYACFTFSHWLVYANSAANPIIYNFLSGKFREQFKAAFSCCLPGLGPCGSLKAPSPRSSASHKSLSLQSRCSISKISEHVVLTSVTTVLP
# OX1R antag-2 – OX1R (human) antagonism | AID 485270 | actives 1.8% (n = 330,000) | OX1R-expressing cells, FRET antagonist read-out | inhibition, % at 6.6 µM; in the data active means inhibition mostly above about 38%, no sharp cut-off; inactive means mostly below about 40%;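 further: 0% = agonist challenge alone and 100% = reference antagonist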
# The depositor's hits bear a star.
SMILES,OX1R antag-1,OX1R antag-2
Cc1cc(NC(=O)CSc2nc(CC(C)(C)C)nc3c2c(=O)n(C)c(=O)n3C)no1,-18,2
O=C(Cc1cccc(NC(=O)C2CCN(C(=O)C3CCCC3)CC2)c1)Nc1cccc(C(=O)N2CCCC2)c1,0,1
O=C(Nc1nnc(S(=O)(=O)Nc2ccccc2)s1)C1CCCCC1,-6,8
O=C1c2cccc3cccc(c23)C(=O)N1CCCn1ccnc1,6,55*
COc1ccccc1NC(=O)C(C)OC(=O)CSCC(=O)Nc1ccc(C)cc1C (stereo unspecified),-18,6
NC(=O)CC[C@@H]1NC(=O)[C@H](CO)NC(=O)c2cc([N+](=O)[O-])cc(I)c2NCCC[C@@H](C(N)=O)NC(=O)[C@H](Cc2ccc(O)cc2)NC1=O,7,35
Cn1c(=O)n(Cc2ccc(F)cc2)c(=O)c2c1nc1n2CCCN1Cc1ccccc1,-28,19
CC1=C(C(=O)OC2CCCCC2)C(c2ccccc2F)NC(=O)N1 (stereo unspecified),-13,-5
NS(=O)(=O)c1ccc(CCNC(=O)CSCc2ccccc2)cc1,-2,-3
COc1ccc(C(=O)NCC(=O)OCC(=O)N(C)c2ccccc2)cc1,-20,4
Cc1ccc(C(C)NC(=O)c2c(C)noc2C)cc1C (stereo unspecified),-10,3
Cc1onc(-c2ccccc2)c1C1=N/C(=C\c2ccccc2F)C(=O)O1,-20,9
Cc1cc(C)nc(/N=C2\NC(=O)CC(C(=O)O)N2c2cccc(Cl)c2)n1 (stereo unspecified),-14,21
CCCCN(Cc1ccccc1)S(=O)(=O)c1cc(Br)cc2c1N(C(C)=O)C(C)C2 (stereo unspecified),24,15
CC(NC(=O)CC1CCCCC1)c1ccccc1 (stereo unspecified),-17,4
Cc1ccc(CN(C)C2CCN(C)CC2)cc1,-6,18
COc1cc(OC)nc(Oc2ccc(N)c(C)c2)n1,-11,17
COc1ccc(-c2nnc3n2N=C(C)CS3)cc1OC,-12,6
Cn1c(N)c(C(=O)CSc2nnc(N)s2)c(=O)n(C)c1=O,-2,7
CCOc1ccccc1C1C2=C(COC2=O)Nc2cc3c(cc21)OCO3 (stereo unspecified),-13,1

# Ordered by the number under OX1R antag-2 (falling): 6 from the list above
SMILES,OX1R antag-1,OX1R antag-2
Cc1ccc(CN(C)C2CCN(C)CC2)cc1,-6,18
COc1cc(OC)nc(Oc2ccc(N)c(C)c2)n1,-11,17
O=C(Nc1nnc(S(=O)(=O)Nc2ccccc2)s1)C1CCCCC1,-6,8
COc1ccccc1NC(=O)C(C)OC(=O)CSCC(=O)Nc1ccc(C)cc1C (stereo unspecified),-18,6
CC(NC(=O)CC1CCCCC1)c1ccccc1 (stereo unspecified),-17,4
CCOc1ccccc1C1C2=C(COC2=O)Nc2cc3c(cc21)OCO3 (stereo unspecified),-13,1

# (next part)
SMILES,OX1R antag-1,OX1R antag-2
Cc1cccc(NC(=O)Cn2cnc3c(cnn3-c3ccc(F)cc3)c2=O)c1C,-10,8
COc1c(C(=O)Nc2nnc(C3CC3)s2)csc1Cl,-27,7
O=C(CSc1nnc(-c2ccc(Br)cc2)n1C1CCCCC1)N1CCCC1,-34,13
CCOc1ncccc1C(=O)NNC(=O)c1cccc(S(=O)(=O)Nc2ccccc2OC)c1,-30,13
Cc1ccc(C(=O)NCC(=O)N(C)CC(=O)Nc2c(Cl)cccc2Cl)s1,-12,8
CC(C)c1nnc(NC(=O)CCC(=O)NCC2CCCO2)s1 (stereo unspecified),-6,7
CCc1ccc(N(CC)C(=O)Cc2c(C(=O)O)n(C)c3ccccc23)cc1,11,-3
C=CCc1ccc(OCCOCCN(C)C)c(OC)c1,-10,24
O=C(Nc1c2c(nn1-c1ccc([N+](=O)[O-])cc1)CS(=O)(=O)C2)c1ccco1,-5,33
CC(Sc1ccc2nnc(-c3ccc(F)cc3)n2n1)C(=O)O (stereo unspecified),-6,2
O=C(COc1cccnc1[N+](=O)[O-])N1CCC(Cc2ccccc2)CC1,-14,11
CC(C)c1ccc(/C=C/C2=NNC(=O)CC2)cc1,2,10
Fc1cccc(/C=N/Nc2ccc3ccccc3n2)c1,-52,21
COc1ccc(Br)cc1CN(C)CC(=O)Nc1cc([N+](=O)[O-])ccc1OC,-39,13
C/C=C(/C)C(=O)O[C@@H]([C@H](O)c1cc2ccc(=O)oc2cc1OC)C(C)(C)O[C@@H]1O[C@H](CO)[C@@H](O)[C@H](O)[C@H]1O,-13,7
O=S(=O)(c1ccccc1OC(F)(F)F)N1CCN(c2ccnc3cc(Cl)ccc23)CC1,-29,1
O=c1c(-c2ccc(Cl)cc2)cnc2n1CCS2,-21,28
Cc1ccc(NC(=O)C2CCN(C(=O)c3cccs3)CC2)cc1,-4,10
COc1ccc(-c2nnc(OC)c3ccccc23)cc1,4,11
CN(C(=O)c1ccc(S(=O)(=O)N2CCCCC2)cc1)C1CCS(=O)(=O)C1 (stereo unspecified),-3,15
COc1ccc(CN2CC[C@@H](N3CCOCC3)[C@H](O)C2)cc1F,-9,3
CCCCCCc1nc2ccccc2c(=O)n1N,-18,17
CCC(=O)Nc1ccc(NCc2cccs2)cc1,-15,3
C=C(C)COc1ccc(-c2[nH]ncc2-c2ccc(Br)cc2)c(O)c1,-3,22
CCCCOC1(c2ccccc2)OC(=O)c2ccccc21 (stereo unspecified),5,10
CCOC(=O)C1=C(C)NC(=O)NC1c1ccc(-c2ccc(Cl)cc2)o1 (stereo unspecified),-34,25
O=S(=O)(/N=C(/Nc1ccccc1)c1ccccc1O)c1ccccc1,-7,-2
CC1CCc2c(sc3nc(CN4CCOCC4)nc(NS(=O)(=O)c4cccc([N+](=O)[O-])c4)c23)C1 (stereo unspecified),-31,39
COc1ccc(C(=O)c2ccc([N+](=O)[O-])cc2Cl)cc1,2,6
CC1(C)Cc2cccc(OCC(N)=O)c2O1,-14,6
COc1ccc(NC(=O)CN(C)C(=O)c2cc(-c3cccs3)nn2-c2ccccc2)cc1,-24,16
CCOC(=O)CNC(=O)c1c(C)nn(-c2ccccc2)c1Cl,-15,12
Cc1ccc2cc(C3CC(c4cccs4)=NN3S(C)(=O)=O)c(Cl)nc2c1 (stereo unspecified),-20,22
O=S(=O)(c1ccc(F)c(F)c1)N1CCN(S(=O)(=O)c2cccs2)CC1,-4,4
COc1ccc(NC(=S)N(CCC(C)C)C(C)c2ccncc2)cc1 (stereo unspecified),-21,14
O=C(Nc1nnc(-c2ccncc2)o1)C1CCCCC1,-12,12
N#Cc1cnn(-c2ccccc2)c1NC(=O)CN1CCOCC1,-7,-2
O=C1C(Cl)=C(N2CCCC2)C(=O)N1c1ccccc1F,-25,10
CCOC(=O)C1CCN(C(=O)COC(=O)c2ccc([N+](=O)[O-])o2)CC1,-14,33*
N#CC1=C(S)N(c2ccccc2)C2(CCCCC2)NC1=O,-19,5

# With a hit mark in OX1R antag-2, of those listed so far:
SMILES,OX1R antag-1,OX1R antag-2
O=C1c2cccc3cccc(c23)C(=O)N1CCCn1ccnc1,6,55*
CCOC(=O)C1CCN(C(=O)COC(=O)c2ccc([N+](=O)[O-])o2)CC1,-14,33*

# Later entries:
SMILES,OX1R antag-1,OX1R antag-2
O=C1C(=O)N(CCc2c[nH]c3ccccc23)C(c2cccnc2)/C1=C(/O)c1ccccc1 (stereo unspecified),-5,5
CC(=O)c1ccc(S(=O)(=O)NCCC(=O)OCC(=O)N(Cc2ccccc2)C(C)(C)C)cc1,14,-2
CN1CCN(NC(=O)c2cc(-c3ccc(Br)s3)nc3ccccc23)CC1,-16,20
CN1C(=O)Cc2cc(S(=O)(=O)Nc3ccc(N4CCOCC4)cc3)ccc21,-4,23
Cc1cc(NC(=O)CSc2ccccn2)cc(NC(=O)CSc2ccccn2)c1,-34,24
Cc1c(Cl)cccc1N1C(=O)CC(NNC(=O)c2ccc3c(c2)OCO3)C1=O (stereo unspecified),-16,12
CCC[C@@H](CN1CCC[C@H]1CN1C(N)=NC[C@@H]1Cc1ccccc1)N1C[C@@H](Cc2ccccc2)N(CCc2ccc(Cl)c(Cl)c2)C1=N,-8,9
CC[C@]12c3[nH]c4ccc(Cl)cc4c3CCN1C(=O)[C@@H](CC(=O)NCCCn1ccnc1)C[C@@H]2C(=O)N1CCN(C(=O)c2ccco2)CC1,-11,4
CC(=O)c1ccc(NC(=O)CSc2nc(C)cc(C)c2C(N)=O)cc1,-10,4
CCC(C)C(NC(=O)c1ccccc1NC(=O)c1ccc(OC)cc1)C(=O)NCc1ccco1 (stereo unspecified),-7,50
NC(=O)C1CCN(c2nc(-c3ccccc3Br)cs2)CC1,5,6
Cc1ccc(C(=O)O/N=C/C2=C(Cl)c3ccccc3CC2)cc1,-6,18
CCCN(CCC)CCNC(=O)c1cc2c(=O)n(CC)c3ccccc3c2s1,-16,22
Cn1ccnc1SC(C(=O)O)c1ccccc1 (stereo unspecified),-2,3
CCOC(=O)c1ccc2c(c1)n(CC)c(/C=C/Nc1ccccc1)[n+]2CC,12,12
Fc1ccccc1CSCc1nc2ccccc2[nH]1,-12,26
CC1(C)CC(=O)C2=C(C1)Oc1ncn(CCCn3ccnc3)c(=N)c1C2c1ccccc1 (stereo unspecified),-27,9
CN(C)S(=O)(=O)N1CCN(S(=O)(=O)c2ccc(F)cc2)CC1,0,1
O=C1C2C3c4ccccc4C(c4ccccc43)C2c2nc3ccccc3n21 (stereo unspecified),-29,17
O=C(N/C(=C/c1ccc(Br)cc1)C(=O)N1CCCC1)c1cccs1,-31,20
CC(Sc1nc2ccc(C(=O)c3ccccc3)cc2[nH]1)C(=O)O (stereo unspecified),-3,8
Nc1ccc(C(=O)OCc2nc3cc4ccccc4cc3[nH]2)cc1,2,21
c1ccc(OCCN2C3=NCCN3c3ccccc32)cc1,-8,26
CCOC(=O)C1CCCN(C(=O)c2cc(S(=O)(=O)N3CCCCCC3)ccc2OC)C1 (stereo unspecified),-10,6
CCOc1ccc(N(C)S(=O)(=O)c2ccc(C)c(C(=O)Nc3nnc(C4CC4)s3)c2)cc1,-17,4
N#Cc1c(-c2ccccc2)nc(N2CCCCCC2)[nH]c1=O,6,4
O=C(CN1CCC(Cc2ccccc2)CC1)NC(=O)NCc1ccccc1,-10,8
O=Nc1ccc(O)c2ncccc12,0,105*
Cc1ccc(-c2noc(CNCCCN(C)C)n2)cc1,-19,13
COC(=O)c1ccc2c(=O)n(Cc3ccco3)c(SCC(=O)Nc3cc(C)on3)nc2c1,-16,4
Cc1ccc(C(C)(C)C)cc1S(=O)(=O)NC(=O)c1ccccc1,-6,22
COc1cc(Cl)c(C)cc1NC(=O)CN1CCN(C(=O)C2CC2)CC1,-15,1
Cc1ccc(Oc2ncccc2NC(=O)CC(CC(=O)O)c2ccccc2)c2c1CCC2 (stereo unspecified),4,16
Cc1ccc(CNC(=O)CCC2CCCN(Cc3c(C)nn(C(C)C)c3C)C2)o1 (stereo unspecified),-12,0
CC1=C(C(=O)OCCOC(C)C)C(c2cccc3ccccc23)NC(=O)N1 (stereo unspecified),-33,15
CC1CCN(S(=O)(=O)c2ccc(NC(=O)[C@@H]3CCCC[C@@H]3C(=O)O)cc2)CC1,-21,13
COCC(=O)NCCNc1nc2ccc(C)cc2cc1C,-31,15
O=C(Cn1cc2c(n1)CCCCC2)Nc1ccccc1Br,-21,21
Cc1occc1C(=O)N/N=C/C(Br)=C\c1ccccc1,-6,31
CC1=NNC(=O)C1Cc1ccccc1 (stereo unspecified),-5,8

# 4 of the compounds above, with values under each structure:
# Order of values – OX1R antag-1, OX1R antag-2
CN(C(=O)c1ccc(S(=O)(=O)N2CCCCC2)cc1)C1CCS(=O)(=O)C1 (stereo unspecified)
  -3, 15
CCOc1ncccc1C(=O)NNC(=O)c1cccc(S(=O)(=O)Nc2ccccc2OC)c1
  -30, 13
COc1ccc(C(=O)c2ccc([N+](=O)[O-])cc2Cl)cc1
  2, 6
CC(C)c1nnc(NC(=O)CCC(=O)NCC2CCCO2)s1 (stereo unspecified)
  -6, 7

# Other structures:
SMILES,OX1R antag-1,OX1R antag-2
COc1ccc(CCNc2nc(-c3cccc(NC(C)=O)c3)cs2)cc1OC,-3,47
CCC(Sc1nc2ccccc2[nH]1)C(=O)Nc1ccc(NC(C)=O)cc1 (stereo unspecified),-11,8
COc1cccc(NC(=O)c2cc3ccccc3cc2OC)c1,-8,14
CCCCN(C(=O)c1cccc(S(=O)(=O)N2CC(C)OC(C)C2)c1)c1c(N)n(CC(C)C)c(=O)[nH]c1=O (stereo unspecified),-2,14
N#CC(C(=O)NCCc1ccccc1)c1nc2ccccc2nc1N1CCCCC1 (stereo unspecified),-12,7
O=C(OCc1ccccc1)/C(=C/c1cccc2ccccc12)NC(=O)c1ccccc1,5,48
CC1(O)C(=O)C=C2C=C(c3ccc(C#N)cc3)OC=C2C1=O (stereo unspecified),-4,13
Cc1ccc(NS(=O)(=O)c2ccc3c(c2)NC(=O)CO3)c(C)c1,-23,11
Cc1cc(OCc2nnc(SC(C)C(=O)O)n2-c2ccccc2)ccc1Cl (stereo unspecified),9,13
COc1cc(OC)c2c(-c3cccc(-c4ccc(O)cc4)c3)cc(=O)oc2c1,8,13
NC(=O)c1oc2ccccc2c1NC(=O)c1nc2ccccc2s1,-12,23
Cc1nc2sc(C)c(C)c2c(=O)o1,-21,10
C/C(=C\C1CCCCC1)C(NC(=O)c1ccc(C(F)(F)F)cc1)c1ccc(-c2ccccc2)cc1 (stereo unspecified),-2,1
O=C(COC(=O)CC1CCCC1)Nc1ccc(Br)cc1F,2,6
COc1ccc(/C=C/C(=O)OCC(=O)NC2CCCC(C)C2C)cc1S(=O)(=O)N1CCOCC1 (stereo unspecified),-7,6
CCOc1ccccc1N1CN(CC)CNC1=S,-25,7
Cc1ccc(NC(=O)c2cc(-n3cnnc3)ccc2Cl)c(C)c1,-18,-2
O=C1OCCC1Sc1nnc(-c2ccco2)o1 (stereo unspecified),5,-4
CCCS/C(N)=N/N=C/c1ccccc1O,-4,7
